# EBNA-1 inh: blocks EBNA-1 binding to DNA | EBNA-1 DNA binding, fluorescence polarization | inhibition, % at 14.8 µM | 300,000 tested, 0.34% active | AID 1950; in the data active means inhibition above about 28%
# CTSL1 counter: blocks F. hepatica cathepsin L1 in PFM18AAP counter-screen. inhibition, % at 5.96 µM. recombinant F. hepatica cathepsin L1, Z-Leu-Arg-MCA fluorescence. 300,000 tested, 0.49% active;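 active means inhibition above the mean of all tested compounds plus 3 SD, set per screening campaign, cut at about 17% in these data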;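 further: 0% = plate median of test compound wells and 100% = 1 µM Z-Phe-Ala-diazomethylketone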
# core dimer inh: HCV core protein dimerization inhibition. TR-FRET GST/Flag-core106 dimerization, 1536-well. inhibition, % at 5 µM. 300,000 tested, 0.33% active;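 active means inhibition above the mean of all tested compounds plus 3 SD, set per screening campaign, cut at about 45% in these data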
#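 assay system = GST-tagged and Flag-tagged HCV core protein residues 1-106 | controls = unlabelled core106 and no-GST-core106 wells | incubation = compound-protein-antibody incubation 4 h at 22.5 °C | probe or stimulus = Eu donor and XL665 acceptor anti-tag antibodies | read-out = % inhibition based on acceptor/donor emission ratio | signal = TR-FRET 671 and 617 nm emission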
# Efflux pump mplx: inhibitors of Candida antifungal efflux pumps expressed in yeast; 330,000 tested, 0.44% active; inhibition, % at 10 µM; AID 485275; S. cerevisiae Candida pump triplex, Nile Red efflux;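 active means plate passing quality check with inhibition over a set limit, or well fluorescence over plate mean plus 4 SD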;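 further: Nile Red retained in pooled yeast measured as flow cytometry median fluorescence; 0% = buffer negative control and 100% = Enniatin B positive control; higher means more Nile Red kept so more efflux inhibition; some compounds called inactive have numbers as strong as hits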
# TPT1 inhibitor: blocks Candida albicans tRNA 2'-phosphotransferase; recombinant caTPT1, FP RNA substrate dephosphorylation; inhibition, % at 5 µM; 300,000 tested, 0.81% active; AID 1962;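 active means inhibition above the mean of all tested compounds plus 3 SD, set per screening campaign, cut at about 24% in these data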;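 further: plate controls were DMSO alone for no effect and ferristatin control at 100 nM for full effect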
# PP1 inh: PP1-alpha (human) inhibition in PP5 counter-screen | P62136 | purified PP1alpha, OMFP fluorescence | inhibition, % at 6.7 µM | 320,000 tested, 0.9% active | AID 2235;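 active means inhibition above the mean inhibition of all tested compounds plus 3 SD, computed separately for each screening campaign, cut at about 15% in these data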
# Target sequence (P62136 whole entry, looked up): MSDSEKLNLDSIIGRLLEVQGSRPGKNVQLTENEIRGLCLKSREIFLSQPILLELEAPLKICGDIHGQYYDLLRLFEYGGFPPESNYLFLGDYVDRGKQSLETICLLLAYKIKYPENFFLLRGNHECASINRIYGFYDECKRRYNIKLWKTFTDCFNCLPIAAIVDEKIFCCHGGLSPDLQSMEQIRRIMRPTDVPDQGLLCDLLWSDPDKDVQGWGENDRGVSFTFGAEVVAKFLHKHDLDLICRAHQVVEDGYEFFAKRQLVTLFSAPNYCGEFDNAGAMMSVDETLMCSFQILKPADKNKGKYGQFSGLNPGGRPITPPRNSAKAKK
# PREPL inhibitor: inhibits the human prolyl oligopeptidase-like enzyme. 320,000 tested, 0.68% active. inhibition, % at 5.96 µM. recombinant PREPL, fluorescence polarization activity-based probe. AID 2751; in the data active means inhibition above about 43%;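 further: 0% = enzyme with DMSO and 100% = wells lacking enzyme; many of its hits are not listed in these tables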
# PP5 inh: blocks human protein phosphatase 5 activity | purified PP5c, OMFP substrate fluorescence | inhibition, % at 6.7 µM | 320,000 tested, 0.18% active;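 active means inhibition above the campaign's mean inhibition across all tested compounds plus 3 SD, cut at about 9.5% in these data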;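 further: 0% = DMSO only and 100% = 100 µM cantharidin control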
# Target sequence (P53041 whole entry, looked up): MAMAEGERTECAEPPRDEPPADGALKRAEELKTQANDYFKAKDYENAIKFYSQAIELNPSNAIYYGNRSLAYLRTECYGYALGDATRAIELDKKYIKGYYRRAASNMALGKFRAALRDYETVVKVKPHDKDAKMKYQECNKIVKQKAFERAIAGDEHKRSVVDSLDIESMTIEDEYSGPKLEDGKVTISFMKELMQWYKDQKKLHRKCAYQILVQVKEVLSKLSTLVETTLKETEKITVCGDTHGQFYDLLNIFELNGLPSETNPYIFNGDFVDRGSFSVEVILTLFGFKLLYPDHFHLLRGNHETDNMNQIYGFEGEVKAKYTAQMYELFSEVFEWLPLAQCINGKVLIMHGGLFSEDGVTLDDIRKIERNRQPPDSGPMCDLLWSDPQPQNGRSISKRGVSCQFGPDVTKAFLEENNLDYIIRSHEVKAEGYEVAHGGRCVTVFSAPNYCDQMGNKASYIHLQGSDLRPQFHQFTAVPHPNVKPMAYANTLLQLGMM
# ZTA DNA inh: blocks Epstein-Barr virus ZTA, an EBNA-1 counter-screen; P03206; ZTA-DNA binding, fluorescence polarization; inhibition, % at 11 µM; 320,000 tested, 0.15% active; in the data active means inhibition above about 33%
# Target sequence (P03206 whole entry, looked up): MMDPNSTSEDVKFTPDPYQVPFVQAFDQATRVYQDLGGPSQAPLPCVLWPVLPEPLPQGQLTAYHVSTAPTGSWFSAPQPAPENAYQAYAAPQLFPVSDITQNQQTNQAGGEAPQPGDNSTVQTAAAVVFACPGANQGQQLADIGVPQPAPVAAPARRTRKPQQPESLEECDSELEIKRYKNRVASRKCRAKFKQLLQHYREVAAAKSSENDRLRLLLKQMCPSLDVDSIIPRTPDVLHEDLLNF
# The depositor's hits bear a star; x = no result given.
# The opening 10 records, to show the layout:
no.	SMILES	EBNA-1 inh	CTSL1 counter	core dimer inh	Efflux pump mplx	TPT1 inhibitor	PP1 inh	PREPL inhibitor	PP5 inh	ZTA DNA inh
1	CCOC(=O)c1cnc2c(cnn2C)c1NCCC(O)C(F)(F)F (centres undefined)	8	5	1	0.0	2	-3	3	-2.1	23
2	CCc1ccc(-c2nc(C)c(CCO)c(=O)[nH]2)cc1	4	-2	0	-0.1	-7	-4	0	-0.9	9
3	O=[N+]([O-])c1cc(S(=O)(=O)N2CCCC2)ccc1OCc1ccccc1	-1	2	10	-0.2	5	2	25	0.6	-5
4	Cc1cc(NC(=O)c2cccc(S(=O)(=O)N3CC(c4ccccc4)CC3=O)c2)no1 (centres undefined)	-6	3	5	0.4	-1	-8	7	-1.1	-4
5	Cc1ccc(CNc2ccc(N3CCOCC3)cc2)cc1	3	-3	-9	-0.1	1	1	44*	-3.9	12
6	Cc1ccc(N(C(=O)Cn2nnc(-c3ccc(F)cc3)n2)C(C(=O)NC(C)(C)C)c2ccncc2)cc1 (centres undefined)	5	1	8	0.1	-3	-1	1	0.5	12
7	CCOC(=O)C1=C(COC(=O)/C=C/c2cccc(OC)c2OC)NC(=O)NC1C (centres undefined)	-6	-2	-3	0.2	0	-2	6	3.1	-3
8	CC(C)c1cc(C(=O)O)c2cnn(C(C)C)c2n1	-1	0	-3	-0.1	-2	-1	7	-0.8	-25
9	COc1ccc(-c2cc(-c3nnc(COC(=O)c4ccc(O)cc4)o3)c3ccccc3n2)cc1OC	18	-3	12	0.0	-3	4	0	0.3	1
10	NCCNC(=O)c1c(NC(=O)c2ccccc2)sc2c1CCCC2	3	3	-6	-0.1	0	9	33	0.8	12

# The listing, repeating the preview:
no.	SMILES	EBNA-1 inh	CTSL1 counter	core dimer inh	Efflux pump mplx	TPT1 inhibitor	PP1 inh	PREPL inhibitor	PP5 inh	ZTA DNA inh
1	CCOC(=O)c1cnc2c(cnn2C)c1NCCC(O)C(F)(F)F (centres undefined)	8	5	1	0.0	2	-3	3	-2.1	23
2	CCc1ccc(-c2nc(C)c(CCO)c(=O)[nH]2)cc1	4	-2	0	-0.1	-7	-4	0	-0.9	9
3	O=[N+]([O-])c1cc(S(=O)(=O)N2CCCC2)ccc1OCc1ccccc1	-1	2	10	-0.2	5	2	25	0.6	-5
4	Cc1cc(NC(=O)c2cccc(S(=O)(=O)N3CC(c4ccccc4)CC3=O)c2)no1 (centres undefined)	-6	3	5	0.4	-1	-8	7	-1.1	-4
5	Cc1ccc(CNc2ccc(N3CCOCC3)cc2)cc1	3	-3	-9	-0.1	1	1	44*	-3.9	12
6	Cc1ccc(N(C(=O)Cn2nnc(-c3ccc(F)cc3)n2)C(C(=O)NC(C)(C)C)c2ccncc2)cc1 (centres undefined)	5	1	8	0.1	-3	-1	1	0.5	12
7	CCOC(=O)C1=C(COC(=O)/C=C/c2cccc(OC)c2OC)NC(=O)NC1C (centres undefined)	-6	-2	-3	0.2	0	-2	6	3.1	-3
8	CC(C)c1cc(C(=O)O)c2cnn(C(C)C)c2n1	-1	0	-3	-0.1	-2	-1	7	-0.8	-25
9	COc1ccc(-c2cc(-c3nnc(COC(=O)c4ccc(O)cc4)o3)c3ccccc3n2)cc1OC	18	-3	12	0.0	-3	4	0	0.3	1
10	NCCNC(=O)c1c(NC(=O)c2ccccc2)sc2c1CCCC2	3	3	-6	-0.1	0	9	33	0.8	12
11	O=C(CSc1ncccn1)n1c2c(c3ccccc31)CCCC2	10	-4	7	-0.1	-4	1	9	3.2	0
12	C[N+]1(CC(=O)OCCCc2ccccc2)CCOCC1	-8	-3	-3	0.1	-7	-8	0	1.4	4
13	CCOc1cccc(-c2cc(C(=O)N3N=C(C)CC3(O)C(F)F)c3ccccc3n2)c1 (centres undefined)	-16	-4	2	-0.1	0	-4	-4	3.0	4
14	O=C(CSc1cccc[n+]1[O-])NC(=O)c1ccc(OC(F)F)cc1	-6	1	-1	0.0	0	4	-3	-1.8	-7
15	O=C(c1n[nH]c2c1CCC2)N1CCCC(Nc2cccc(F)c2)C1 (centres undefined)	0	0	-21	0.1	0	-4	23	3.7	12
16	COc1ccccc1NC(=O)c1cc(Sc2nncn2C)nc2ccccc12	5	2	3	0.0	0	-1	-2	-1.2	10
17	CCc1nc(NCC(C)C)c(C#N)c2c1COC(C)(C)C2	6	0	-5	-0.1	1	-1	-2	-2.3	11
18	Cc1oc2ccc(OCc3ccc(Cl)cc3)cc2c1C(=O)O	-1	-1	5	-0.1	-1	1	-5	-0.3	-15
19	Cc1onc(-c2c(Cl)cccc2Cl)c1C(=O)N1CCN(c2ccccc2)CC1	10	-2	3	0.0	1	0	-16	-0.9	1
20	C=C1CCC[C@]2(C)C[C@H]3OC(=O)C(CNCCN(CC)CC)[C@H]3CC12 (some centres undefined)	-15	-7	-11	0.8	0	-5	1	-7.3	-11
21	CCCc1cc(=O)oc2c(C)c(O[C@@H]3O[C@H](CO)[C@@H](O)[C@H](O)[C@H]3O)ccc12	1	-7	0	-0.1	-4	-5	2	-0.4	18
22	CCCCNC(=O)[C@@H]1CCCN1S(=O)(=O)c1cccc2cccnc12	0	0	1	0.2	0	4	0	3.0	-1
23	Cc1cccc(C)c1NC(=O)CNC(=O)c1ccncc1	-5	-4	-3	0.7	4	-2	8	-1.2	-2
24	O=C(CSc1c(Cl)cccc1Cl)NC1CCCc2ccccc21 (centres undefined)	2	-2	14	0.3	3	1	-7	1.0	2
25	CC1=C(C(=O)OC(C)C)C(c2cccs2)n2ncnc2N1 (centres undefined)	-1	-2	-11	-0.1	0	5	-9	1.4	-4
26	CC1CCN(C(=O)COc2ccc(Nc3ccccc3)cc2)CC1	4	0	-1	0.0	1	0	12	0.9	7
27	CCCOc1cccc(-c2nnc(N)s2)c1	33*	5	6	-0.1	-9	3	21	1.4	-10
28	O=C(O)CCCNS(=O)(=O)Cc1ccccc1	2	4	7	-0.1	1	-4	2	4.9	8
29	Cc1nnn(-c2nonc2N)c1C(=O)N/N=C/c1ccccc1O	-1	-2	-3	-0.2	0	3	0	2.4	8
30	COc1ccc(-c2cc(C#N)nc(N3CCN(C)CC3)n2)cc1	-2	0	-7	0.2	-1	-1	-48	3.3	-2
31	COC(=O)C1=C(O)/C(=C\c2cc(C)n(-c3ccc(F)cc3)c2C)N=C1C	-5	4	-10	0.1	-4	-4	7	3.8	-12
32	CCOc1ccc(NC(=O)c2nn(C)cc2Br)cc1	-12	-3	-1	0.1	0	-1	8	2.3	-2
33	NC(=O)c1ccsc1NC(=O)CSc1nnc(C2CC2)n1Cc1ccccc1	0	-5	13	0.2	2	-1	2	-1.8	12
34	COc1ccc(/C=N/NC(=O)c2ccccc2)cc1OS(=O)(=O)c1ccccc1	5	3	8	-0.2	2	-6	-23	1.7	12
35	Cc1cccc(NC(=S)N(CCCN2CCOCC2)Cc2ccccn2)c1	0	1	4	0.1	-1	-2	5	-1.8	5
36	CN1CCN(c2ccc(-c3cccc(NC(=O)COc4ccccc4)c3)nn2)CC1	7	3	3	0.0	-1	-3	8	-0.6	1
37	O=C(O)c1ccccc1-c1nc2ccccc2c(=O)n1O	4	0	-2	-0.1	-5	25*	-5	4.2	8
38	CCS(=O)(=O)N1CCN(Cc2nc3ccccc3c(=O)[nH]2)CC1	6	2	2	-0.1	-6	-2	4	-0.9	12
39	COc1ccccc1C(=O)N/C(=C\c1ccc(Br)cc1)C(=O)NCC(=O)O	-7	-1	-3	0.2	3	-3	2	3.7	3
40	Cc1ccc(CNc2oc(C)nc2C#N)cc1	18	-1	-3	0.0	-2	0	0	0.3	-9
41	CC(=O)NC1=NN(C(C)=O)C2(S1)C(=O)N(CC(C)C)c1ccc(C)cc12 (centres undefined)	3	2	3	-0.1	-1	-3	0	-0.6	-5
42	CCCNC(=O)c1ccc(N2CCC3(CC2)CC(c2cccc(Br)c2)=NO3)c(NC(=O)c2c(Cl)cccc2Cl)c1	10	-2	-9	x	-4	14	1	0.1	-8
43	CC(=O)OCC1=C(C(=O)O)N2C(=O)C(NC(=O)C(C)Cn3cc(Cl)cn3)C2SC1 (centres undefined)	8	-2	3	-0.1	-2	-4	-3	-0.9	-18
44	CN(C)S(=O)(=O)N1CCN(C(=O)N(c2ccccc2)c2ccccc2)CC1	1	2	1	0.0	-5	-2	7	2.6	-12
45	O=C(NCCc1ccc(Cl)cc1)c1cccnc1	-2	-4	1	0.0	3	0	-1	1.4	-5
46	Cc1c(NC(=O)CN2C(=O)NC3(CCCC3)C2=O)c(=O)n(-c2ccccc2)n1C	-6	2	-2	-0.1	-1	2	12	0.4	-15
47	CC1CC(C)(C)NC(=S)N1CC(=O)N1CCN(Cc2ccccc2)CC1 (centres undefined)	-7	3	2	0.0	-1	1	2	-4.3	-1
48	CCOC(=O)c1nnn(-c2nonc2N)c1C	-3	0	1	0.2	0	-4	8	0.3	2
49	Cc1nc(/C(=N/O)C(N)=O)cs1	2	1	2	0.0	1	-2	2	0.9	6
50	CN1CCN(S(=O)(=O)c2ccc(C(F)(F)F)cc2)C(c2ccccc2)C1 (centres undefined)	x	x	x	0.0	x	-4	-5	1.5	4
51	Cc1cc(C)c(C)c(S(=O)(=O)N2CCC(C(=O)Nc3ccc(S(=O)(=O)N4CCOCC4)cc3)CC2)c1C	10	-1	26	0.2	0	3	-3	4.8	11
52	C[C@@]12CC[C@H]3OC(=O)C=C3C1CC[C@@]13CC(CCC12)[C@](CO)(O[C@H]1O[C@H](CO)[C@@H](O)[C@H](O)[C@H]1O)C3 (some centres undefined)	3	-1	-2	-0.2	-4	-1	2	2.0	-6
53	CCOc1ccccc1C(C(=O)NC1CCCC1)N(Cc1ccco1)C(=O)CNC(=O)c1ccco1 (centres undefined)	6	-1	8	0.0	3	1	-3	3.4	4
54	COc1ccc(CCNC(=O)C2CC(c3ccccc3C(F)(F)F)=NO2)cc1 (centres undefined)	-3	1	3	0.0	-2	-3	-7	3.2	0
55	CCCCCN1C2=NCCN2c2ccccc21	9	-2	-7	-0.1	-2	0	14	1.2	10
56	CC(C)C[C@H]1CN=C(N(C)C)N1CCCCc1ccccc1	3	-1	-19	-0.1	-2	5	30	1.0	-19
57	CCN1CCc2nc(NC(=O)c3ccc4c(c3)OCCO4)sc2C1	-5	7	8	-0.2	36*	5	-1	-0.3	-2
58	Cc1ccc2[nH]c3nc(SCCN4CCOCC4)nnc3c2c1	-12	1	2	0.2	1	2	6	2.8	-1
59	COC(=O)c1ccc(Cn2nnc3c(=O)[nH]c(C4CCCN(S(=O)(=O)c5ccccc5)C4)nc32)cc1 (centres undefined)	3	4	17	0.0	-1	-1	5	-0.6	-2
60	O=C1CN(c2nc(-c3ccccc3)c3cc(Cl)ccc3n2)c2ccccc2N1	-1	-5	-1	0.2	3	-2	-3	3.0	0
61	OC1CCCN(Cc2c3ccccc3cc3ccccc23)C1 (centres undefined)	-12	-2	-12	0.1	-2	1	29	3.8	3

# Some of these compounds in order of heavy-atom count, largest number first.
no.	SMILES	EBNA-1 inh	CTSL1 counter	core dimer inh	Efflux pump mplx	TPT1 inhibitor	PP1 inh	PREPL inhibitor	PP5 inh	ZTA DNA inh
59	COC(=O)c1ccc(Cn2nnc3c(=O)[nH]c(C4CCCN(S(=O)(=O)c5ccccc5)C4)nc32)cc1 (centres undefined)	3	4	17	0.0	-1	-1	5	-0.6	-2
46	Cc1c(NC(=O)CN2C(=O)NC3(CCCC3)C2=O)c(=O)n(-c2ccccc2)n1C	-6	2	-2	-0.1	-1	2	12	0.4	-15
54	COc1ccc(CCNC(=O)C2CC(c3ccccc3C(F)(F)F)=NO2)cc1 (centres undefined)	-3	1	3	0.0	-2	-3	-7	3.2	0

# An excerpt; rates above refer to the full screens.
